GALK inhibitor – blocks human galactokinase activity; Potency, µM (highest dose often 57.5 µM), for the others: at the highest dose activity change, negative = inhibition, most hits filed as inhibitors; Purified GALK, Kinase-Glo residual ATP luminescence; P51570; 270,000 tested, 0.007% active; AID 1868; further: potency means the concentration at half of the fitted maximal effect; on the % scale 0 is the no-effect control and ±100 the full control effect
Target sequence (P51570 whole entry, looked up): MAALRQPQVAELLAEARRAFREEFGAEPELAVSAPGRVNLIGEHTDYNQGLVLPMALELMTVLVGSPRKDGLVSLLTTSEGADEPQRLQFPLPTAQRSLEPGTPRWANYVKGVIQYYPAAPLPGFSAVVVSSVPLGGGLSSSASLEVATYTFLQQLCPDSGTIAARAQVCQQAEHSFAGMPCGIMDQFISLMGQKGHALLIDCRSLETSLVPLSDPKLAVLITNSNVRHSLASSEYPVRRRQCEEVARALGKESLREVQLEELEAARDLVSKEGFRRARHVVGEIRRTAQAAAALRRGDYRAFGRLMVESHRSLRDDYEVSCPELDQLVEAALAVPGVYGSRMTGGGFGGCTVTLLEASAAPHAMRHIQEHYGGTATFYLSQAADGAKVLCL
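Galactose (100 uM) and ATP (35 uM) were turned over by 5 nM GALK for 1 h at RT. Kinase-Glo Plus then converted the remaining ATP into a luminescent signal.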
CXXC DNA block – inhibitors of human MLL CXXC domain-DNA interaction | Q03164 | MLL-CXXC / FITC-HOXA9 DNA fluorescence polarization | Potency, µM (highest dose often 115 µM), for the others: top-dose activity change, negative = inhibition, usual class: inhibitors | 290,000 tested, 0.037% active | AID 2662; active means well fitted inhibition curve with a large enough effect in the polarisation, with a control signal flat, not every such curve was filed as active; inconclusive means small, poorly fitted or top-dose-only effect, or effect the other way, or a change in a side signal; inactive means no such curve, though single readings can be large or run the other way; the % refers to the polarisation; further: potency means the concentration at half of the fitted maximal effect
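Fluorescence polarization: 7 uM MLL-CXXC (stock) preincubated 5 min with compounds, then 50 nM fluorescein-HOX-A9 DNA (stock) added; 30 min ambient. Buffer 50 mM Tris-HCl pH 7.5, 50 mM NaCl, 1 mM DTT, 0.05% BSA.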
Menin MLL FP TR – menin-MLL binding inhibition, Texas Red mutant peptide; O00255; Menin + Texas Red MLL mutant peptide, fluorescence polarization; Potency, µM (top dose mostly 61.6 µM), inactives show at the top dose FP activity change, negative = inhibition, hits mostly inhibitors; 270,000 tested, 0.23% active; active means well fitted inhibition curve with a large enough effect in the polarisation, with a control signal flat, not every such curve was filed as active; inconclusive means small, poorly fitted or top-dose-only effect, or effect the other way, or a change in a side signal; inactive means no such curve, though single readings can be large or run the other way; the % refers to the polarisation; further: potency means the concentration at half of the fitted maximal effect; % of control where 0% means no effect; many of its hits are not listed in these tables
PKM2 activator – activators of human pyruvate kinase M2; 260,000 tested, 0.34% active; AID 1631; Potency, µM (highest dose often 57.5 µM), without a hit: top-dose activation, hits mostly activators; P14618; purified PKM2, Kinase-Glo ATP luminescence, activation; response scale: 0% is enzyme alone, no compound; further: potency means the concentration at half of the fitted maximal effect; on the % scale 0 is the no-effect control and ±100 the full control effect; nearly all actives have a fitted effect of over 55% in size
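Purified hPK-M2 (>95% pure) converted ADP (0.1 mM final) to ATP with 0.5 mM PEP in 50 mM imidazole pH7.2, KCl, MgCl2, Tween 20, BSA; 1 h at room temperature. ATP detected by Kinase-Glo luminescence.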
KCNH2 WT inh – blocks the wildtype human KCNH2 potassium channel; U2OS, BacMam KCNH2, thallium flux FluxOr; hits give low values; 340,000 tested, 0.37% active; activity change, % at 1.84 µM; Q12809;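 active means maximum activity change below -70%; inconclusive means maximum activity change between -70% and -50%; inactive means maximum activity change above -50%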; further: on the % scale 0 is the no-effect control and ±100 the full control effect
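U2OS cells transduced with wild-type KCNH2 virus are loaded with FluxOr dye for 45 min, and thallium flux is measured in kinetic reads before and after stimulation buffer. Rate constants are normalized to DMSO controls.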
TRPV1 ag – human TRPV1 agonism; 320,000 tested, 0.19% active; activation, % at 8.33 µM; TRPV1-expressing cells, Fluo-8 calcium influx, agonist mode; in the data active means activation above about 80%; inconclusive means between about 30% and that limit; further: 0% is about no effect
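Cells expressing TRPV1 were dye-loaded with Fluo-8 and read kinetically: 10 s baseline, 3 min after compound (agonist portion), then 2 min after EC20 capsaicin (allosteric enhancer portion). Calcium-bound dye fluorescence at 480/520 nm.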
USP2a inh – USP2a (human) protease inhibition | O75604 | USP2 core, Ub-CHOP2 coupled fluorogenic reporter, 485/531 | Potency, µM (highest dose often 38.3 µM), for inactives: at the top dose activity change, negative = inhibition, usual class: inhibitors | 330,000 tested, 0.01% active;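 further: potency means the concentration at half of the fitted maximal effect; plate controls were DMSO wells for no effect and full inhibition by NEM control for full effect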
Target sequence (O75604 whole entry, looked up): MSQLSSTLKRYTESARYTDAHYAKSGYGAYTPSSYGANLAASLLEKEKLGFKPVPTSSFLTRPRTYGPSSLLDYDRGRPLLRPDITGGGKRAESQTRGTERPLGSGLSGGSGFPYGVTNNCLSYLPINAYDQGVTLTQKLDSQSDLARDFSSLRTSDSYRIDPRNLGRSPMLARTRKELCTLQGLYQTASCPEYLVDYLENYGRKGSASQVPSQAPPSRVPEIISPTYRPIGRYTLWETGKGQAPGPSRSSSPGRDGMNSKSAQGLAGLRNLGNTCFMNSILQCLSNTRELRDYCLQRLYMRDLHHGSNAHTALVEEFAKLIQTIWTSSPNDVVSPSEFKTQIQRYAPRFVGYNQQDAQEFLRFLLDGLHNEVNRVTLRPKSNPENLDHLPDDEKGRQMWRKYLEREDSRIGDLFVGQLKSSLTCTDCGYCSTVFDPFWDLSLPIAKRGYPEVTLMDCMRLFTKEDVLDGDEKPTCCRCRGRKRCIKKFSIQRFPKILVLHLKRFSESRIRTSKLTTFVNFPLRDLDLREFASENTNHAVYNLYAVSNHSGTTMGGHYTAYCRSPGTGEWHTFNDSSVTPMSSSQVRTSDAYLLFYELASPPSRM
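Cell-free coupled assay: 10nM USP2 core preincubated 30min RT with compound in Tris-HCl pH 8.0/CaCl2/CHAPS buffer, then 25nM Ub-CHOP2 and 25nM reporter substrate; fluorescence (Ex 485/Em 531) read after 60min RT, normalized to NEM inhibition, concentration-response curves fitted.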
B2AR arrestin – agonists driving beta-arrestin recruitment to human beta2-adrenergic receptor. beta-arrestin recruitment to beta2AR, cell-based reporter. Potency, µM (series often up to 46.1 µM), without a hit: at the highest dose activation, actives largely listed as activators. 330,000 tested, 0.02% active. AID 492947;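 further: potency means the concentration at half of the fitted maximal effect; 0% = DMSO controls and full agonism = EC100 isoproterenol or metaproterenol; nearly all actives have a fitted effect of over 65% in size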
FBPA coupling cs – counter-screen for Giardia aldolase inhibitors: coupling enzyme system; coupling enzyme system counterscreen, AmpLite Red fluorescence; activity change, negative = inhibition, % at 58.2 µM, hits read low; 290,000 tested, 0.67% active; AID 2472; in the data active means activity change below about -30%; further: on the % scale 0 is the no-effect control and ±100 the full control effect
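Activity here indicates interference with the coupling reaction, not aldolase inhibition. Compounds at 57.5 uM final met coupling enzymes for 10 min at RT; substrate and AmpLite Red detection followed, with a 525/598 nm fluorescence read after 20 min.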
Giardia killer – Giardia lamblia killing. Giardia lamblia trophozoite viability. activity change, % at 7.66 µM, hits read low. 340,000 tested, 0.15% active. AID 540267; in the data active means activity change below about -80%; inconclusive means between about -30% and that limit;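 further: parasites exposed to compound for two days anaerobically before the ATP read; on the % scale 0 is the no-effect control and ±100 the full control effect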
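Viability, read as ATP luminescence: trophozoites at 100 cells/well, compound added, 48 hrs anaerobic at 37 deg C, then 15-30 min room-temperature development before reading.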
KCNH2 3.1 inh – KCNH2 3.1 (human) potassium channel inhibition. AID 720553. U2OS KCNH2 3.1, thallium flux FluxOr; hits give low values. 340,000 tested, 0.95% active. activity change, % (tested at about 1.8 µM);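 active means maximum activity change below -70%; inconclusive means maximum activity change from -70% to -50%; inactive means maximum activity change above -50%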;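 further: thallium influx rate constant from kinetic fluorescence after stimulation buffer; on the % scale 0 is the no-effect control and ±100 the full control effect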
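We transduce U2OS cells with the mutant 3.1 virus, culture them overnight, load FluxOr with Red40 quencher for 45 min, then add stimulation buffer and read kinetically for 2 min to derive a normalized rate constant.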
* hit, by the source's call; ? = inconclusive; / = not tested or not shown; & = joins results of further samples; [ ] = another dose, or the depositor's remark. Unless noted, the call rests on the fitted dose curve; in most records, active means well fitted curve in the direction sought with a large enough effect; inconclusive means small, poorly fitted or top-dose-only effect, or another doubt; inactive means no such curve, though single readings can be large; an effect the other way counts as inactive or inconclusive. This is a subset; count on the stated rates, not on these rows.

SMILES | GALK inhibitor | CXXC DNA block | Menin MLL FP TR | PKM2 activator | KCNH2 WT inh | TRPV1 ag | USP2a inh | B2AR arrestin | FBPA coupling cs | Giardia killer | KCNH2 3.1 inh
C=CCN1C=C2C(=O)C(C)(OC(=O)c3ccc(OC)cc3)C(=O)C(c3ccco3)=C2C=C1CCCC (stereo not given) | -1% | -3% | -16%[11.7 µM] | 7%[11.5 µM] | 7 | -2 | -3% | 0.5% | 1&2 | -4 | -12
Cc1nnc(NC(=O)CSc2ncc(-c3ccccc3)[nH]2)s1 | 0% | 9% | / | -1% | 7 | -5 | -5% | -0.9% | 3 | -19 | 11
CCCc1nc2oc(C(=O)OCC)c(N)c2c2c1COC(C)(C)C2 | 2% | -3% | -3% | -4% | -5 | 21 | -2% | -3.1% | 0 | 0 | 0
CCC1C(=O)N(C)CCc2ccccc21 (stereo not given) | / | 11% | 5% | -8% | -8 | -2 | 5% | 2.5% | 4 | 16 | 1
CC1CN(C(=O)CCC(=O)NCc2ccccc2)c2ccccc2S1 (stereo not given) | / | / | 1% | 1% | -5 | 13 | -1% | 0.3% | -2 | -2 | 7
CC(C)=CC(=O)O[C@@H]1Cc2c(ccc3ccc(=O)oc23)OC1(C)C | / | / | / | / | 8 | / | 3% | -0.8% | / | -16 | -9
CCn1cc(CNC(=O)c2cc(Cl)ccc2OC)c(C)n1 | 3% | -6% | -13% | 1% | 4 | -1 | 2% | 0.5% | 2 | -21 | -6
CC(C)CN(C(=O)c1ccc(S(=O)(=O)N2CCCCC2)cc1)C1CCS(=O)(=O)C1 (stereo not given) | / | / | / | / | -3 | -5 | -5% | 0.1% | / | -8 | 15
COC(=O)C1=C(C)NC2=C(C(=O)CC(C)(C)C2)C1c1cccc(C)n1 (stereo not given) | 5% | 14% | -3% | -1% | -7 | 12 | -3% | -0.3% | 1 | 3 | 6
CC(C(=O)NCc1cccnc1)N1C(=O)c2ccccc2C1=O (stereo not given) | 2% | 1% | 20% | -3% | -5 | 3 | 1% | 0.2% | 1 | -1 | -16
Cc1ccc2[nH]c(=O)c(CN(Cc3cccnc3)Cc3nnnn3CC3CCCO3)cc2c1 (stereo not given) | 2% | 19% | / | 6% | -1 | -1 | -2% | -0.2% | 0 | -8 | 4
Cc1cccc(S(=O)(=O)CC(=O)Nc2nc(-c3ccccc3)cs2)c1 | 2% | -12% | -16% | 19% | -6 | 1 | -1% | 0.2% | -2 | -4 | 4
COc1ccc([C@H]2CC(=O)C=C(c3ccc(Cl)c(Cl)c3)C2)cc1 | / | / | / | / | 2 | 22 | 0% | 0.1% | / | 28 | -36
O=C(NC(=S)NCCc1ccccc1)c1ccccc1 | 1% | 2% | -25% | 4% | 0 | ? | 0% | 0.4% | 2 | -2 | -16
COCc1cc(C)n(CC(=O)Nc2ccc3c(c2)OCO3)c(=O)c1C#N | -8% | -1% | / | / | -7 | 2 | 1% | -0.1% | / | -10 | 4
CCOc1ccc(N2CC(C(=O)Nc3ncccc3C)CC2=O)cc1 (stereo not given) | 1% | -1% | 0% | -6% | 1 | 6 | 1% | -0.4% | 5 | 6 | 2
O=S(=O)(c1cccc(-c2nc3ccccc3s2)c1)N1CCOCC1 | -1% | -3% | 3% | 9% | -5 | 19 | 1% | 0.2% | 2 | 0 | 4
CC1(C)C(=O)CC[C@]2(C)C3C(=O)C=C4[C@H]5C[C@@](C)(C(=O)O)CC[C@]5(C)CC[C@]4(C)[C@]3(C)CC[C@@H]12 (stereo not given in full) | 3% | 11% | / | 11% | -5 | 2 | 0% | -0.7% | 9 | 7 | 7
N/C(=N\OC(=O)CCCOc1ccccc1)c1cccc(Br)c1 | 3% | 4% | 2% | 3% | -8 | 2 | -1% | 0.7% | 1 | -28 | 2
CCN(CC)CCCNc1nc2ccccc2c2nc(-c3ccncc3)nn12 | 7% | ? | -22% | / | -1 | -2 | 7% | -0.3% | 2 | -28 | 19

Whole records, quoted from the list. Order of screens: GALK inhibitor	CXXC DNA block	Menin MLL FP TR	PKM2 activator	KCNH2 WT inh	TRPV1 ag	USP2a inh	B2AR arrestin	FBPA coupling cs	Giardia killer	KCNH2 3.1 inh
`Cc1ccc2[nH]c(=O)c(CN(Cc3cccnc3)Cc3nnnn3CC3CCCO3)cc2c1` (stereo not given) as listed: 2%	19%	/	6%	-1	-1	-2%	-0.2%	0	-8	4
`N/C(=N\OC(=O)CCCOc1ccccc1)c1cccc(Br)c1` as listed: 3%	4%	2%	3%	-8	2	-1%	0.7%	1	-28	2

More records.
SMILES | GALK inhibitor | CXXC DNA block | Menin MLL FP TR | PKM2 activator | KCNH2 WT inh | TRPV1 ag | USP2a inh | B2AR arrestin | FBPA coupling cs | Giardia killer | KCNH2 3.1 inh
COc1ccc(NC(=O)CN(C)C(=O)c2cc(-c3ccc(OC)cc3)nc3ccccc23)cc1 | / | / | / | / | -8 | -2 | -6% | 0.2% | / | -3 | -16
CC(C)N(C(=O)CSc1nnc(NC(=O)C2CCC2)s1)C(C)C | 2% | -7% | -28% | -20% | -9 | -1 | 0% | -0.5% | -1 | -9 | 43
CCc1ccc(NC(=O)Cc2c(C(=O)O)n(C)c3ccccc23)cc1 | -1% | -12% | ? | 2% | 0 | -1 | 11% | -0.2% | 13 | 11 | -3
O=C(Nc1ncccc1O)c1ccc(S(=O)(=O)Nc2ccccc2)cc1 | / | / | / | / | -3 | -6 | -1% | -0.8% | / | 12 | 1
COc1ccc(-c2ccc(-c3nnc(-c4cc(OC)ccc4OC)o3)cc2)cc1 | 2% | 1% | 2% | 0% | 26 | -2 | -1% | 0.5% | 0 | 4 | -11
CC(C)(C)c1ccc(/C=C/C(=O)NC2CCS(=O)(=O)C2)cc1 (stereo not given) | -1% | 13% | 0% | -10% | -6 | -5 | 0% | 0.4% | 0 | 30 | -3
CC(C)c1ccccc1NC(=O)COC(=O)c1c2c(nc3ccccc13)CCN(Cc1ccccc1)C2 | 1% | -3% | 3% | -3% | -13 | 1 | 4% | 0.2% | -3 | -18 | -1
O=C(Nc1ccccc1-c1nc2ccccc2s1)C1=COCCO1 | -1% | -4% | -12% | 2% | 0 | 18 | 0% | 0.2% | 1 | -3 | 7
O=C(/C(=C(\[O-])c1ccccc1)[n+]1ccc2ccccc2c1)c1ccc(Cl)cc1 | 2% | -3% | -14% | -15% | 2 | -6 | 7% | 0.2% | -29 | 11 | -5
Cc1cccc(CS(=O)(=O)Cc2ccc(C(=O)NCCCN3CCCC3)o2)c1 | 0% | -5% | ? | 8% | 3 | -14 | -3% | 0.1% | -1 | -1 | 13
C[C@@H]1COC(=O)[C@H](Cc2ccc(F)cc2)CC/C=C\C[C@@H](CC(=O)NCCO)C(=O)N1 | / | / | / | / | -13 | / | -1% | -0.8% | / | -3 | 36
O=C(O)C1CCCCC1C(=O)NC1C2CC3CC(C2)CC1C3 (stereo not given) | 3% | 4% | 2% | -2% | 2 | 2 | 2% | -0.5% | 1 | -11 | -5
Cc1cc(-n2c(C)cc(C(=O)CN3C(=O)NC4(CCCC4)C3=O)c2C)no1 | -4% | 1% | 11% | 6% | -19 | 4 | 1% | -0.4% | 0 | -1 | 13
CC(C)(C)OC(=O)N1CCC(c2c(C(=O)NCC3CCN(C4CCCC4)C3)cnn2-c2ccc(F)cc2)CC1 (stereo not given) | 10% | 6% | -25% | / | -10 | 11 | 1% | 0.5% | -1 | -25 | -7
CCN(CC(=O)NCc1cccs1)CC(=O)Nc1ccccc1C | / | / | / | / | 4 | 0 | 0% | 3.2% | / | ? | -25

Compounds from the list above that have an aryl methoxy group (5):
SMILES | GALK inhibitor | CXXC DNA block | Menin MLL FP TR | PKM2 activator | KCNH2 WT inh | TRPV1 ag | USP2a inh | B2AR arrestin | FBPA coupling cs | Giardia killer | KCNH2 3.1 inh
C=CCN1C=C2C(=O)C(C)(OC(=O)c3ccc(OC)cc3)C(=O)C(c3ccco3)=C2C=C1CCCC (stereo not given) | -1% | -3% | -16%[11.7 µM] | 7%[11.5 µM] | 7 | -2 | -3% | 0.5% | 1&2 | -4 | -12
CCn1cc(CNC(=O)c2cc(Cl)ccc2OC)c(C)n1 | 3% | -6% | -13% | 1% | 4 | -1 | 2% | 0.5% | 2 | -21 | -6
COc1ccc([C@H]2CC(=O)C=C(c3ccc(Cl)c(Cl)c3)C2)cc1 | / | / | / | / | 2 | 22 | 0% | 0.1% | / | 28 | -36
COc1ccc(NC(=O)CN(C)C(=O)c2cc(-c3ccc(OC)cc3)nc3ccccc23)cc1 | / | / | / | / | -8 | -2 | -6% | 0.2% | / | -3 | -16
COc1ccc(-c2ccc(-c3nnc(-c4cc(OC)ccc4OC)o3)cc2)cc1 | 2% | 1% | 2% | 0% | 26 | -2 | -1% | 0.5% | 0 | 4 | -11

Screening data from PubChem.
